KDM5B inhibitor: Primary screen for KDM5B Histone Demethylases FDH-coupled qHTS | KDM5B demethylase, FDH-coupled NADH fluorescence (FDH is formaldehyde dehydrogenase) | actives 2.6% (n = 220,000) | Lysine-specific demethylase 5B (Homo sapiens), Q9UGL1 | AID 1347165, 2019 | Potency, µM (doses to about 57.7 µM), inactives show at the top dose activity change, negative = inhibition, hits mostly inhibitors; active = well fitted inhibition curve with a large enough effect; inconclusive = small, poorly fitted or top-dose-only effect; inactive = no such curve, though single readings can be large or run the other way; also: 0% is about no effect; nearly all actives have a fitted effect of over 70% in size
Target sequence (Q9UGL1 whole entry, looked up): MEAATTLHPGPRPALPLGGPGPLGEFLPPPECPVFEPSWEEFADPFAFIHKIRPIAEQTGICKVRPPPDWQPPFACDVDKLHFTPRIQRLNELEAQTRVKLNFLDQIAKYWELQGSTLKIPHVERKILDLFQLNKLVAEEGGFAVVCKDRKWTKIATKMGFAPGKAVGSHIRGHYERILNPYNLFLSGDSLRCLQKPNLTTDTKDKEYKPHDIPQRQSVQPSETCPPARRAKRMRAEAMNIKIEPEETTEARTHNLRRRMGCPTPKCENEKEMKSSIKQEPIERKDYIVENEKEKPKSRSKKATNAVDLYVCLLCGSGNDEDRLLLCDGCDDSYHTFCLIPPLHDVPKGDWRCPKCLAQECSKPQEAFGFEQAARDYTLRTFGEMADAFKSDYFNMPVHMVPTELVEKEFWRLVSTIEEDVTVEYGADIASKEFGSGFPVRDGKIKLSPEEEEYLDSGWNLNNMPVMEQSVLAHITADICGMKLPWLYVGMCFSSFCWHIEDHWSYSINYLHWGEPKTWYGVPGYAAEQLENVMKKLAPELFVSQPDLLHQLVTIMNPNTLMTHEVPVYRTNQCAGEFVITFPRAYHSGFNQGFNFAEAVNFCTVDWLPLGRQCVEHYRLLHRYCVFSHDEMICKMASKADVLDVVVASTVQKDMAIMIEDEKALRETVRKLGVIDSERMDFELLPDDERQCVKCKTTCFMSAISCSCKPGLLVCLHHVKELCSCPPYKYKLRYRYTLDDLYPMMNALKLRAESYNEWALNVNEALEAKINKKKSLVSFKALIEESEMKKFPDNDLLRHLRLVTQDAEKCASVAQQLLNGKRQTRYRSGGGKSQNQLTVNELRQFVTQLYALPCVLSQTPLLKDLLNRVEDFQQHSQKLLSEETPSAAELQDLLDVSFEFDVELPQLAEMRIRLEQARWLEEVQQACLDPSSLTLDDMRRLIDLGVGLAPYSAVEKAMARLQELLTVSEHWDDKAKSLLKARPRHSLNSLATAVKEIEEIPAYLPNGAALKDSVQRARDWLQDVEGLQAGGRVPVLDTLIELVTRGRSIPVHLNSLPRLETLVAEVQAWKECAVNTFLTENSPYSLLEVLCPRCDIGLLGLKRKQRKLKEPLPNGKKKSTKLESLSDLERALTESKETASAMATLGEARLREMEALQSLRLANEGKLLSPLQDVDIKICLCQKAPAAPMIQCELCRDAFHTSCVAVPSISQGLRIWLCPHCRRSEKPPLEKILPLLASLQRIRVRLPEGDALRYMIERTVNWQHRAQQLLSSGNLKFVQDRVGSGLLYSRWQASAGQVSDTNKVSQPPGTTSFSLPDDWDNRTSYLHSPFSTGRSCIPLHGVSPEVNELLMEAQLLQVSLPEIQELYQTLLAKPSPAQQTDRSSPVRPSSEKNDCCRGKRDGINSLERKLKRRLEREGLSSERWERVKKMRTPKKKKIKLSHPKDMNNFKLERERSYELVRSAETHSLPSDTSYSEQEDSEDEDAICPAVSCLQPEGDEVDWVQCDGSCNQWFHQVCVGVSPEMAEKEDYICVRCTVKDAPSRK
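Inhibition is measured as reduced NADH fluorescence generation from FDH coupling to formaldehyde release. Truncated KDM5BΔAP at 200 nM final acts on H3K4me3 peptide (12.5 µM in substrate mix) in pH 7.5 HEPES buffer with Tween-20, 30 min, room temperature.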
* = called active by the depositor; ? = inconclusive; [ ] = dose if it differs, or a comment. Potency is read from the fitted curve at half-maximal effect. Not all compounds are listed, so the mix of outcomes need not match the whole.

SMILES | KDM5B inhibitor
COc1ccc(N2CCN(C(=O)c3cnc(SC)nc3C)CC2)cc1 | -19%
COc1ccc2[nH]c(=O)c(CN(Cc3cnn(C)c3)C3CC3)cc2c1 | ?
CC(C)c1ccc(NC(=O)c2cc3c(s2)CCC3)cc1 | -2%
Nc1ncccc1CN1CC[C@@H]2OCC(=O)N(Cc3ccc(O)cc3)[C@H]2CC1 | -12%[86.2 µM]
CN1C(=O)CS(=O)(=O)C12CCNCC2 | 12%
Cc1cccc(NC(=O)c2cccc(OCc3c(C)noc3C)c2)c1 | 5%
CCOc1ccc(C(=O)Nc2ccc(S(=O)(=O)Nc3nc(C)cc(C)n3)cc2)cc1OC | -5%
Cc1cccc(NC(=O)C2(c3ccc(Br)cc3)CC2)n1 | 11%
COc1cccc2sc(NC(=O)CSc3nncn3-c3ccc(C)cc3)nc12 | 11%
O=C(O)c1ccc(CC2CCN(Cc3cnc(-c4ccco4)nc3)C2)cc1 (centres undefined) | ?
Cc1cc(C)cc(NC(=O)CSCc2cc(=O)c3ccccc3[nH]2)c1 | 13%
CCCCCCCOc1ccc(S(=O)(=O)c2ccc(OCCCCCCC)cc2)cc1 | -4%
CNC(=O)NC(=O)CN1CCOC(c2ccc(F)cc2)C1 (centres undefined) | 7%
CCOC(=O)Cn1nc(-c2ccccc2)c2ccccc2c1=O | -11%
O=C(CC1CCN(C(=O)c2ccc(F)cc2)C1)NC1CC1 (centres undefined) | 1%
CCC(CC)C(=O)Nc1cccc(-c2nc3cccnc3s2)c1C | -27%
Cc1nc(-c2nc(CC(=O)NNC(=O)c3ccc(Cl)cc3)cs2)cs1 | 35%
COc1cccc(Cn2cc(S(=O)(=O)c3ccc(C)cc3)c(=O)c3cc4c(cc32)OCO4)c1 | ?
COc1ccc(C(=O)NCC2(COc3ccc(C(F)(F)F)cn3)C[C@@H](O)[C@@H](O)C2)cc1 (some centres undefined) | ?
COc1cccc(N2C(=O)NC(=NC3CCCC3)C23CCCN(Cc2ccccc2)C3)c1 (centres undefined) | 2%[115 µM]
Cc1ccc(Cl)cc1N1CCN(CC(=O)NC2CCCCC2)CC1 | 15%
COc1ccc(NC(=O)N2C[C@@H]3C[C@H](C2)c2ccc(NC(=O)C4CCCCC4)c(=O)n2C3)cc1 | -23%
CN(C)c1ccc(NC(=O)CN2CCN(CC(=O)Nc3ccc(Br)cc3)CC2)cc1 | -7%
c1cc(-c2nsc(-c3ccncc3)n2)ccn1 | ?
O=C(Nc1cccc(-c2ccc(N3CCOCC3)nn2)c1)Nc1ccccc1F | ?
CSc1cccc(NC(=O)Cn2ncn3c(cc4ccccc43)c2=O)c1 | ?
COc1cc(S(=O)(=O)N(Cc2cccnc2)Cc2cccc(OC)c2OC)ccc1-n1cnnn1 | 3%
CCOc1ccc(-c2nc3cc(NC(=O)COc4ccccc4C)ccc3o2)cc1 | 10%
COc1ccc(OCC(=O)N(Cc2cccs2)c2ccc(OC)cc2)cc1 | -11%
O=C(Nc1nn(Cc2ccccc2)c2cccc(N3CCOCC3)c12)c1ccncc1 | -26%
CCCOC1CCCN(Cc2c(C(=O)N(C)CCc3ccccc3)nc3sccn23)C1 (centres undefined) | 14%
CCOC(=O)c1c(C)n(-c2ccccc2)c2ccc(OC(=O)c3cccc(Cl)c3)cc12 | 14%
CCc1ccc(S(=O)(=O)c2cn(Cc3ccccc3F)c3cc(OC)c(OC)cc3c2=O)cc1 | ?
Cc1ccc(C(=O)C(OC(=O)c2cccc(N(C)C)c2)c2ccc(C)cc2)cc1 (centres undefined) | -27%
Cn1nc(-c2ccc(C(=O)Nc3ccc(F)cc3)cc2)c2ccccc2c1=O | ?
Cc1cccc(C(=O)N2CCCCCNC(=O)CC2c2ccccc2)c1 (centres undefined) | 2%

Ordered by SMILES length (largest number first): some entries from above.
SMILES | KDM5B inhibitor
CCc1ccc(S(=O)(=O)c2cn(Cc3ccccc3F)c3cc(OC)c(OC)cc3c2=O)cc1 | ?
COc1cc(S(=O)(=O)N(Cc2cccnc2)Cc2cccc(OC)c2OC)ccc1-n1cnnn1 | 3%
CCOC(=O)c1c(C)n(-c2ccccc2)c2ccc(OC(=O)c3cccc(Cl)c3)cc12 | 14%
O=C(Nc1nn(Cc2ccccc2)c2cccc(N3CCOCC3)c12)c1ccncc1 | -26%
CSc1cccc(NC(=O)Cn2ncn3c(cc4ccccc43)c2=O)c1 | ?

Continued:
SMILES | KDM5B inhibitor
O=C(NCCc1ccccn1)c1ccc(I)cc1 | -3%
Cc1ccc(CSc2nc(=O)c3c(C)cc(C)nc3n2C2CC2)cc1 | -4%
CCOc1ccccc1Nc1ccc2cc(S(=O)(=O)N3CCCCC3)ccc2n1 | ?
CC1(C)NC(=O)N(CCCC(=O)Nc2cccc3cccnc23)C1=O | 1%
CCc1ccc(NC(=O)CSc2nc(-c3cccc(OC)c3)nc3c2Cc2c(CO)cnc(C)c2O3)cc1 | -10%
COc1c2ccoc2c(OC(C)=O)c2oc(C)cc(=O)c12 | -7%
O=C(CSc1nc2c(oc3ccccc32)c(=O)[nH]1)Nc1cccc(Cl)c1 | -6%
Cc1ccc(CN2C[C@@H](CO)[C@H](c3nc(C)no3)C2)nc1 | -28%
NCC1(Nc2ccccc2)CCCCC1 | 47%[activator]
CCN1CCC(N2CCOC3(COCCN(C(=O)c4ccccc4C)C3)C2)CC1 (centres undefined) | 5%
CCc1nc(N[C@H](C(=O)O)C(C)C)c2oc3ccccc3c2n1 | -8%
COc1ccc(-c2noc(-c3nc(Cc4ccccc4)no3)n2)cc1OC | 28µM*

Entries above that have two or more sulfur atoms, in the order listed:
SMILES | KDM5B inhibitor
COc1cccc2sc(NC(=O)CSc3nncn3-c3ccc(C)cc3)nc12 | 11%
Cc1nc(-c2nc(CC(=O)NNC(=O)c3ccc(Cl)cc3)cs2)cs1 | 35%

Carrying on.
SMILES | KDM5B inhibitor
Cc1ccc(C(=O)N2CCC(n3cc(-c4nc(C(C)C)no4)nn3)CC2)cc1F | -11%
COc1ccc(C(=O)NCCc2csc(-c3cccs3)n2)cc1 | 173%[activator]
CCCN(CC1CCOC1)S(=O)(=O)c1ccc(F)c(F)c1 (centres undefined) | 18%
NC(=O)c1nn2c(C(F)(F)F)cc(-c3ccc(Br)cc3)nc2c1Cl | -12%
COCCOCc1nc(C2CCN(C(=O)NCCc3ccccc3)CC2)no1 | -9%
O=C(NC1CCCC1)c1ccc2c(c1)n(Cc1ccccc1)c(=O)c1ccnn12 | ?
CCCNc1c(NC(=O)c2ccccc2)c(=O)oc2ccccc12 | -13%
COC1C(=O)N(C2CCN(Cc3ccc(F)cc3F)CC2)C12CCOCC2 (centres undefined) | -10%
O=C(Nc1ccc(Br)cc1)C1C2CCC3C(CCC21)C3(Cl)Cl (centres undefined) | 8%
C=CCNc1ccccc1C(=O)NC(C(=O)O)c1c(C)n[nH]c1C (centres undefined) | 28µM*
Cc1cccc(-n2nc(C)c(C(=O)NCCN3CCCCC3C)c2-n2cccc2)c1 (centres undefined) | -16%
CCOc1ccc(CNC(=O)c2ccc(NC(=O)N3CCSc4ncccc43)cc2)cc1 | ?

Looked up one by one from above (3):
SMILES | KDM5B inhibitor
CN(C)c1ccc(NC(=O)CN2CCN(CC(=O)Nc3ccc(Br)cc3)CC2)cc1 | -7%
CNC(=O)NC(=O)CN1CCOC(c2ccc(F)cc2)C1 (centres undefined) | 7%
CCCN(CC1CCOC1)S(=O)(=O)c1ccc(F)c(F)c1 (centres undefined) | 18%

The list continues.
SMILES | KDM5B inhibitor
CC(=O)c1ccc(N2CCCC(C)C2)cc1 (centres undefined) | 7%
COc1nc2ccccc2nc1N1CCC(C(=O)NCc2ccccc2)CC1 | -1%
O=[N+]([O-])c1ccc(-c2ncc(-c3ccc(Br)cc3)o2)cc1 | 61%[activator]
C=CCNC(=S)NNC(=O)C(CC)CC(C)(C)O (centres undefined) | -21%
Cc1cc(C[C@@H]2COC[C@@H]2NC(=O)c2cnn3ccccc23)on1 | 28µM*
COc1cc(OC)cc(N2C(=O)N(Cc3ccc(C(C)(C)C)cc3)c3ccccc3S2(=O)=O)c1 | -6%
COCCCNc1nc2c(-c3ccccc3)nnn2c2ccccc12 | ?
COc1ccc(CCC(=O)N2CCC3(CC2)CCC(O)(CN(C)C)CC3)cc1 | 21%
CCNC(=O)c1cccc2c1CCN2S(=O)(=O)c1ccccc1F | 22%
O=C(O)CCCC(=O)N1CCc2cc(S(=O)(=O)NCc3ccccc3)ccc21 | -9%
CCc1ccc(CNC(=O)c2c(C)oc3ncnc(N4CCCCC4)c23)cc1 | 2%
Cc1ccc(S(=O)(=O)N2CCCc3cc(NC(=O)c4ccc(C(C)(C)C)cc4)ccc32)cc1 | ?

A run of entries of the results above, for reference:
SMILES | KDM5B inhibitor
CC(=O)c1ccc(N2CCCC(C)C2)cc1 (centres undefined) | 7%
COc1nc2ccccc2nc1N1CCC(C(=O)NCc2ccccc2)CC1 | -1%

(further entries)
SMILES | KDM5B inhibitor
Cc1ccc(N2CC(NC(=O)Nc3nc4ccccc4s3)CC2=O)cc1 (centres undefined) | 8%
CCc1cccc(NC(=O)Cn2c(-c3ccc(F)cc3)nc(C)c(CCO)c2=O)c1 | -17%
Cc1cc(=O)n(C(C)C(=O)N2CCCc3ccccc32)c2c1c(C)nn2-c1ccccc1 (centres undefined) | ?
NS(=O)(=O)c1ccc(CCNC(=O)c2ccc3nc(CCc4ccccc4)oc3c2)cc1 | 8%
Fc1cccc(-c2nnn3c2nc(NC2CCCCC2)c2ccccc23)c1 | ?
CCCc1cc(=O)oc2cc(C)c3c(-c4ccccc4)coc3c12 | 10%
COc1cccc(Nc2nc3cc(OC)ccc3nc2NS(=O)(=O)c2ccc(Cl)cc2)c1 | -16%
CCc1cccc(NC(=O)Cn2nc(CC)n3c(cc4cc(C)ccc43)c2=O)c1 | ?
CN(C)S(=O)(=O)c1cc(NC(=O)c2nn(-c3ccccc3)c(=O)c3ccccc23)ccc1Cl | -4%
COc1ccc(CCNC(=O)c2ccc(S(=O)(=O)N(C)c3ccccc3)cc2)cc1OC | -8%
CCc1ccc(N2C(=O)C(Cl)=C(N3CCCCCC3)C2=O)cc1 | 8%
CC(=O)N1CCC2(CNS(=O)(=O)c3cnccc3O2)C1 (centres undefined) | 0%[149 µM]
COc1ccc(C(=O)NCCONC(=O)c2ccc(OC)cc2)cc1 | -13%
Cc1cccc(C(=O)NCC2CCCCC(=O)N2)c1 (centres undefined) | 4%
O=C(CC1CCN(C(=O)C2CCCC2)C1)N1CCOCC1 (centres undefined) | 11%
O=C(CO)NC1CC(=O)N(Cc2ccccc2C(F)(F)F)C1 (centres undefined) | ?
O=C(Nc1ccc(F)cc1)c1cccn2cncc12 | 4%[86.2 µM]
N#Cc1cn2ncnc2nc1N | 15%
CC(=O)Nc1ccc(C(=O)N2CCc3cn(CC(C)C)c4cccc(c34)C2)cc1 | ?
COc1cc2ccccc2cc1C(=O)Nc1nnn(C)n1 | ?
CCn1c(C(=O)N2CCC(C(=O)N3CCN(c4ccc(OC)cc4)CC3)CC2)cc2sccc21 | -17%
CC(C)CCOC(=O)c1cc2cc(Br)ccc2oc1=O | 10%
Cc1ccc(CN2CCC(CNC(=O)c3cccc4c3SCCC4=O)CC2)cc1 | 10%
CN(C(=O)CN1C(=O)C(c2ccccc2)=NC12CCCCC2)c1ccccc1 | 8%
Cc1ccc(-c2c(C)sc(NC(=O)CC3(CC(=O)O)CCCC3)c2C(N)=O)cc1C | 8%
Cc1cccc2c(C3CCN(S(=O)(=O)c4cc(F)c(F)cc4Cl)CC3)c[nH]c12 | -16%
COc1ccccc1CNC(=O)c1c2c(nc3ccccc13)C(=O)N(C1CCCCC1)C2 | -5%
COc1ccc(N(Cc2cc(CN3CCOCC3)cs2)S(=O)(=O)c2cccc(C#N)c2)cc1 | 9%
CCOC(=O)COc1ccc(F)cc1C(=O)c1ccn2nc(-c3ccc(Cl)cc3)cc2n1 | -16%
CCOC(=O)C1=C(C)Oc2ncn3nc(-c4ccccn4)nc3c2C1c1ccc(OC)c(OC)c1 (centres undefined) | -6%
O=C(CN1CCSc2ccccc21)N1CCN(c2ccccc2)CC1 | -23%
Cc1cc(CS(=O)(=O)CC(=O)NC2CCCCCC2)on1 | 7%
Cc1ccoc1C(=O)N1CCc2c(nc(-c3cccnc3)nc2N(C)C)C1 | -21%
O=C(Nc1ccc(C(F)(F)F)cc1)C1CCN(c2cnccn2)CC1 | ?
CC(C)=NN1C(c2nonc2N)=NOC1(C)C | 6%
CN(C)C[C@@H]1CN(c2ccncn2)C[C@H]1NC(=O)c1ccc(Cl)cc1 | 1%
CC(=O)/C(=N/Nc1ccccc1[N+](=O)[O-])N1CCCc2ccccc21 | 25%
COc1ccc2[nH]c3c(c2c1)CCNC31CCN(S(=O)(=O)c2cccnc2)CC1 | 1%
Cc1noc2c(-c3cccnc3NCc3cnccn3)cc(-c3ccccc3)nc12 | 32µM*
Nc1nccnc1C(=O)Nc1cccc(NC(=O)c2ccncc2)c1 | 4%
CC1=C(C(=O)OC(C)(C)C)C(c2ccc(F)cc2)C(C#N)=C(N)O1 (centres undefined) | ?
CN(CCC(=O)NC(=O)NCc1ccccc1)Cc1ccccc1 | 7%
CCOc1ccc(C(=O)N(Cc2cccc(Cl)c2)c2ccccn2)cc1 | 1%
O=C(NCc1ccncc1)C1CN(C(=O)c2ccccc2F)CC12CCOCC2 (centres undefined) | ?
CC(C)(C)c1ccc(C(=O)Nc2ccc3c(c2)CCCN3C(=O)c2cccs2)cc1 | -16%
CCNC(=O)[C@@H]1C[C@H](NC(=O)c2cccc(Cl)c2)CN1C1CCOCC1 | -22%
CCOc1ccccc1N1CCN(Cc2cn[nH]c2-c2ccc(F)cc2)CC1 | 9%
O=C(Cn1c(=O)[nH]c2c(-c3ccccc3F)c[nH]c2c1=O)NCc1cccnc1 | 8%
COc1ccc(/C=C/c2nc(C#N)c(N3CCCCCC3)o2)cc1OC | ?
COc1ccc(S(=O)(=O)N(CCc2ccccc2)CC(=O)NCc2ccccc2)cc1 | -6%
